Peg3 promoter: inhibitors of Peg3 promoter; HeLa PEG-Prom luciferase reporter, luminescence, overnight; inhibition, % at 20 µM; 360,000 tested, 1.7% active; AID 588405;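 active means inhibition of at least 50% at 20 µM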
NR2E3 ag-1: agonists of human nuclear receptor NR2E3. Q9Y5X4. GST-NR2E3/biotin-RetCOR TR-FRET, 1536-well. inhibition of corepressor binding, % at 4.78 µM. 320,000 tested, 0.12% active. AID 2300;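 active means percent inhibition above the cutoff of mean plus 3 SD of all tested compounds, set per screening campaign, cut at about 20% in these data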;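 further: 0% = DMSO wells and 100% = biotin wells as full block of FRET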
Target sequence (Q9Y5X4 whole entry, looked up): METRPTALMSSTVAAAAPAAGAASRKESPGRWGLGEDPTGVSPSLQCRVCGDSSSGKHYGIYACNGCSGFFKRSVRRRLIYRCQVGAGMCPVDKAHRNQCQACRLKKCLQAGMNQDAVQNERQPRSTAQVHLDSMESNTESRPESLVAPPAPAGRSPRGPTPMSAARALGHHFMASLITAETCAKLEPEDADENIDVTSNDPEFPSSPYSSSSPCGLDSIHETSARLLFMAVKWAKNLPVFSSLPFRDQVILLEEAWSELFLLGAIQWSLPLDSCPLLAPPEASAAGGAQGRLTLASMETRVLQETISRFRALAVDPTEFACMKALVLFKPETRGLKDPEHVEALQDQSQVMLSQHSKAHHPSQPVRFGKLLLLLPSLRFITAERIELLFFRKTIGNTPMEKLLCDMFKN
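System: GST-tagged NR2E3 plus biotinylated RetCOR corepressor; Amount: 1.35 nM GST-tagged NR2E3 final; Dosing: single nominal compound dose of 4.8 µM; Schedule: 5 h incubation at 4 °C; Technique: TR-FRET with europium anti-GST and streptavidin-D2, 340 nm excitation; Controls: biotin wells as high control, 0.6% DMSO wells as low control.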
HIF-2a inh: HIF-2a inhibition; 786-0 RCC cells HIF-2a reporter, luciferase luminescence, overnight; inhibition, % at 18.8 µM; 360,000 tested, 0.72% active; AID 624352;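 active means inhibition of the luminescence signal of 40% or more relative to plate controls, in a single-dose primary screen at 18.75 µM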
NR2E3 ag-2: human photoreceptor-specific nuclear receptor agonism. CHO-S Gal4-NCOR/VP16-NR2E3 two-hybrid, luciferase. inhibition of corepressor binding, % at 3.98 µM. 360,000 tested, 0.35% active. AID 602229;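 active means inhibition above the mean of all tested compounds plus 3 SD, cut at about 70% in these data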;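 further: 0% = DMSO with NR2E3 transfected cells and 100% = cells lacking NR2E3 construct; higher means lower luciferase signal from less NR2E3 corepressor binding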
TRPM1 prom inh: reduces MITF-dependent TRPM1 promoter luciferase signal; inhibition, % at 12.5 µM; 330,000 tested, 0.83% active; AID 488899; SK-MEL-5 TRPM1 promoter luciferase, 24 h;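 active means mean inhibition across replicates of 60% or more, whatever share of single replicates reaches that level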; further: values of inactives mirror those of a sister screen read the other way
aDG glyco up: alpha-DG glycosylation activation | Pro5-aDG cells, alpha-DG glycosylation AlphaScreen (IIH6); 0% Pro5, 100% B10-LARGE cell signal | activation, % at 10 µM | 360,000 tested, 0.22% active | AID 624168;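 active means activation of at least 8% versus controls, or a plate z-score of at least 8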;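 further: Pro5 are CHO cells carrying HIG-tagged alpha-DG that lacks glycosylation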
Exocytosis inh: blocks lytic granule exocytosis. TALL-104 LAMP-1 surface exposure, flow cytometry; cells stimulated with thapsigargin and PMA. inhibition, % at 10 µM. 360,000 tested, 0.66% active;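 active means inhibition above about 55%, limit read from the data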
PDI turbidity: inhibitors of human protein disulfide isomerase; P07237; inhibition, % at 10 µM; 350,000 tested, 0.052% active; PDI insulin aggregation turbidity, A650, 90 min; AID 588391;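 active means mean inhibition across replicates of 30% or more, whatever share of single replicates reach that level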;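 further: absorbance from insulin aggregation driven by PDI reduction with DTT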
Target sequence (P07237 whole entry, looked up): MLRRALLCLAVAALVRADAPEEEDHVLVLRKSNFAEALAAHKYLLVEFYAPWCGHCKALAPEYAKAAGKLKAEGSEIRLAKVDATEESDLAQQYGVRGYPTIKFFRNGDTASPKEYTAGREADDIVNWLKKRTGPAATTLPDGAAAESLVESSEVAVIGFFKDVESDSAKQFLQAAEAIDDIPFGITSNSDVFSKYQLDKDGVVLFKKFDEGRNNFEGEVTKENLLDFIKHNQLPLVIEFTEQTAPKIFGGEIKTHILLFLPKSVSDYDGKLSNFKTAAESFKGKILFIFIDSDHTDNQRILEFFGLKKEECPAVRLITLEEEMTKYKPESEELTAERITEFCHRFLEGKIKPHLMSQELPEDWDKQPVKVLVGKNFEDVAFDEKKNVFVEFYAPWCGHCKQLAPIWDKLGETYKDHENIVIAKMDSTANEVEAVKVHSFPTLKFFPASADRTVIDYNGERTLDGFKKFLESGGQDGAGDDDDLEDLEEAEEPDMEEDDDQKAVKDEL
iPSC survival up: increases survival of single human iPS cells | hiPSC single-cell survival, ATPlite luminescence; 100% = ROCK inhibitor wells, 0% = DMSO | survival enhancement, % at 20 µM | 360,000 tested, 0.044% active | AID 602274; in the data active means survival enhancement above about 18%;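 further: cells exposed to compounds for 16 hours before the ATP read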
CaV13 ICDI inh: Primary screen for inhibitors of IQ motif and Ca2+-dependent inactivation inhibitor domain binding in CACNA1D, Förster resonance energy transfer in living cells, … | HEK cells, CFP/YFP FRET ICDI-IQ, plate reader, 10 min; percent FRET-ratio fall versus neutral wells | inhibition, % at 12.3 µM | 340,000 tested, 0.098% active;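 active means mean replicate inhibition of at least 30% and at least 1% of replicates passing that level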;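 further: 0% = median of the neutral control wells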
Vif inh: blocks HIV Vif function; AID 602346; inhibition, % at 7.49 µM; HEK293T cells, Vif self-association by quenched fluorescence, imaging, 24 h; 340,000 tested, 0.35% active; in the data active means inhibition above about 50%, passing the limit was not always enough; further: some results filed as inactive read as strong as hits
Active calls of the source: *; . = not tested or not shown.

smiles	Peg3 promoter	NR2E3 ag-1	HIF-2a inh	NR2E3 ag-2	TRPM1 prom inh	aDG glyco up	Exocytosis inh	PDI turbidity	iPSC survival up	CaV13 ICDI inh	Vif inh
CN(C)S(=O)(=O)c1ccc(N2CCCC2)c(C(=O)Nc2ccccc2N2CCOCC2)c1	17	.	5	-9	-5	-0.5	7	5	-1.8	-6	-7
O=S(=O)(Cc1ccccc1)Nc1ccc(Br)cn1	-4	6	1	19	-1	0.3	15	-5	3.1	-5	-24
CC(C)C[C@@H](CN)NC(=O)c1nc[nH]c1C(=O)N[C@@H](C)C(=O)CNC[C@H](CC(C)C)NC(=O)c1nc[nH]c1C(=O)N[C@@H](CC(=O)O)C(=O)O	-7	.	8	-25	1	-0.2	-1	4	1.2	-8	4
O=C(CC1C(=O)NCCN1Cc1cccc(F)c1)NC1CCCCCC1 (stereo not given)	-1	-2	5	1	1	-0.2	-2	-6	-0.6	-4	.
CCN(CCCNC(=O)CCCN1C(=O)COc2ccc(C)cc21)c1cccc(C)c1	19	0	15	-13	-4	1.0	-2	-2	-2.4	-9	-3
OCCN(CCO)c1nc(-c2ccccc2)nc2c1oc1ccccc12	11	-3	-12	-5	-6	-0.6	-4	-9	-1.5	0	-7
CCC(C(=O)NC1CC1)n1nc(C)c2c(C)n(-c3ccccc3)nc2c1=O (stereo not given)	15	1	7	-19	11	-0.5	-1	3	0.5	-2	-1
CCCc1cc(=O)[nH]c(SCC(=O)NCc2ccc3c(c2)OCO3)n1	-6	-3	4	-17	6	0.1	-6	-2	0.0	-4	-3
COc1ccccc1OCC(=O)Nc1ccc(N2CCCCC2)cc1	-32	2	-61	-1	-12	-0.1	-1	-4	-0.4	-1	4
Cn1c(C(=O)N2CCCC(C(=O)NCc3cccs3)C2)cc2sccc21 (stereo not given)	19	1	14	0	6	0.0	0	2	-1.9	-8	5
Cc1[nH]ccc2cc3nc4ccccc4c3cc12	39	.	-3	-16	.	0.1	-3	-3	-2.0	-13	-19
COc1ccccc1N1CCN(C(=O)c2ccc3[nH]c(C)c(C)c3c2)CC1	-9	4	-1	-23	31	-0.2	3	4	0.1	-7	-13

smiles	Peg3 promoter	NR2E3 ag-1	HIF-2a inh	NR2E3 ag-2	TRPM1 prom inh	aDG glyco up	Exocytosis inh	PDI turbidity	iPSC survival up	CaV13 ICDI inh	Vif inh
CN(C)/C(=N\S(=O)(=O)c1ccccc1)c1ccc(Cl)cc1	10	2	17	13	-2	0.1	-13	3	0.4	-4	-9
C=CCN(CC=C)C(=O)c1cccc(S(=O)(=O)N2c3ccccc3CC2C)c1 (stereo not given)	16	1	6	7	17	0.3	43	-7	-0.6	-6	-7
CCCOc1ccc2c(=O)c(-c3cc(C(=O)OC)oc3C)c(C)oc2c1	14	0	-28	10	-2	0.4	-6	-2	0.7	-7	-5
COc1ccc(Cl)c(CNC[C@H]2O[C@@H](n3cnc(C(N)=O)n3)[C@H](O)[C@@H]2O)c1	6	.	8	-7	1	0.8	3	3	-0.7	-8	0
C[C@@H]1O[C@@H](O[C@H]2[C@H](O)[C@@H](O)[C@H](Oc3c(-c4ccc(O)c(O)c4)oc4cc(O)cc(O)c4c3=O)O[C@@H]2CO)[C@H](O)[C@H](O)[C@H]1O	6	3	14	-28	-2	-0.5	-8	67*	1.9	-5	10
O=C(Nc1cccnc1)C1(c2ccc(Cl)cc2)CCCC1	4	-3	23	5	-8	0.0	0	4	1.8	-5	1
O=C(NCc1ccccn1)c1cc(Cl)ccc1OCc1ccccc1	21	6	2	-8	-4	0.0	1	1	-0.1	-5	.
O=C(c1n[nH]c(=O)c2ccccc12)N1CCOCC1	0	-2	7	7	4	-0.1	-1	5	5.5	-7	8
COCCN(C(=O)CC1CCCCC1)c1c(N)n(CC(C)C)c(=O)[nH]c1=O	13	4	12	-6	0	0.2	-1	-9	-0.1	-6	-2
O=C1N(c2ccccc2)c2ccccc2C1(O)C(F)(F)F (stereo not given)	11	-1	14	-11	14	0.0	-7	-6	2.0	-18	-8
COc1ccc(C(=O)/C(C#N)=N/Nc2ccccc2[N+](=O)[O-])cc1	-3	-1	-135	-22	11	-0.5	11	-2	3.6	-15	0
COc1ccc(NS(=O)(=O)c2cccc(-c3n[nH]c(=S)n3Cc3ccccc3)c2)cc1	18	2	20	1	-6	-0.2	-1	-2	-0.4	-4	9

smiles	Peg3 promoter	NR2E3 ag-1	HIF-2a inh	NR2E3 ag-2	TRPM1 prom inh	aDG glyco up	Exocytosis inh	PDI turbidity	iPSC survival up	CaV13 ICDI inh	Vif inh
CCCCCCc1nc(C(N)=O)c2[nH]c(=O)n(-c3ccc(OCC)cc3)c2n1	14	3	17	-4	5	0.1	11	-5	0.6	.	0
Cc1ccc(CNC(=O)CCS(=O)(=O)c2ccc(Br)s2)cc1	7	1	12	4	8	0.0	-2	-3	-0.7	-4	-2
COc1ccc(NC(=O)Cc2c(O)c3ccccc3[nH]c2=O)cc1	4	2	12	-16	0	-0.2	2	-5	-1.3	-5	-3
N#Cc1cc2c(nc1SCC(N)=O)CCCCC2	-217	-3	-145	-82	-77	-0.1	-11	-3	-2.4	-5	27
Cc1c2cc[n+](CCN3CCCCC3)cc2c(C)c2c1[nH]c1ccc(O)cc12	-3	.	8	-4	2	0.1	5	-40	-2.1	.	2
CN(C(=O)COC(=O)c1n[nH]c(=O)c2ccccc12)c1ccccc1	7	-2	14	-10	2	0.1	3	-11	-0.4	-4	-4
CCCN(CCC)c1nc(-c2ccccn2)nc2ccccc12	52*	.	17	104*	44	-0.3	43	1	-0.8	-3	-15
CSc1ccccc1NC(=O)CN(C)C(=O)Cc1c(F)cccc1Cl	1	2	12	10	6	0.0	23	-10	0.6	-3	-6
N#CC(Cc1cccc(CC(C#N)(c2ccccc2)c2ccccc2)c1)(c1ccccc1)c1ccccc1	2	3	-7	2	-5	0.7	6	-6	-1.9	-4	-13
O=C(Cc1ccc(Cl)cc1)N/N=C/c1cccs1	6	-1	11	-11	13	-0.1	-6	-1	0.6	-5	-12
COc1ccc(NC(=O)COC(=O)c2ccc(S(=O)(=O)N(C)c3ccccc3OC)cc2)cc1OC	20	-3	8	-5	15	0.2	5	1	1.2	-6	0
CCC(C)c1ccc(OCC(=O)Nc2ccc3c(c2)C(=O)NC3=O)cc1 (stereo not given)	2	1	-9	13	-6	0.1	0	-4	-0.5	-9	-3

smiles	Peg3 promoter	NR2E3 ag-1	HIF-2a inh	NR2E3 ag-2	TRPM1 prom inh	aDG glyco up	Exocytosis inh	PDI turbidity	iPSC survival up	CaV13 ICDI inh	Vif inh
COc1ccc(CCNC(=O)CC2C(=O)NCCN2CC(C)(C)C)cc1 (stereo not given)	-1	2	11	-15	-11	0.1	-1	5	-0.5	-5	7
CC(=O)N1c2ccccc2C(C)=CC1(C)C	3	0	16	-15	-4	0.0	-3	-3	-0.6	-4	-2
O=C1CN(C(=O)COC(=O)[C@@H]2CC(O)CN2S(=O)(=O)c2ccc(Cl)cc2)c2ccccc2N1 (stereo not given in full)	-16	.	6	-10	-11	0.0	-11	5	-3.0	-6	10
Cc1ccccc1-n1nnc2c(=O)oc3ccccc3c21	37	-2	36	6	9	0.1	40	-5	0.2	-7	-7
COc1cc(/C=C2/CCc3ccccc3C2=O)cc(OC)c1OC	6	-2	-27	-3	-2	0.2	-3	-4	0.5	-9	-10
Cc1ccc(N(CC(=O)NCc2ccc(F)cc2)C(=O)c2csnn2)cc1C	-10	5	17	0	.	0.2	12	4	4.0	-6	3
COc1ccc(C(=O)Nc2ccc(Br)cc2F)cc1S(=O)(=O)N1CCCC1	-4	.	-31	-13	-6	0.0	-8	-6	-0.4	-6	-3

Of the compounds above, these have fluorine.
smiles	Peg3 promoter	NR2E3 ag-1	HIF-2a inh	NR2E3 ag-2	TRPM1 prom inh	aDG glyco up	Exocytosis inh	PDI turbidity	iPSC survival up	CaV13 ICDI inh	Vif inh
O=C(CC1C(=O)NCCN1Cc1cccc(F)c1)NC1CCCCCC1 (stereo not given)	-1	-2	5	1	1	-0.2	-2	-6	-0.6	-4	.
O=C1N(c2ccccc2)c2ccccc2C1(O)C(F)(F)F (stereo not given)	11	-1	14	-11	14	0.0	-7	-6	2.0	-18	-8
CSc1ccccc1NC(=O)CN(C)C(=O)Cc1c(F)cccc1Cl	1	2	12	10	6	0.0	23	-10	0.6	-3	-6
Cc1ccc(N(CC(=O)NCc2ccc(F)cc2)C(=O)c2csnn2)cc1C	-10	5	17	0	.	0.2	12	4	4.0	-6	3
COc1ccc(C(=O)Nc2ccc(Br)cc2F)cc1S(=O)(=O)N1CCCC1	-4	.	-31	-13	-6	0.0	-8	-6	-0.4	-6	-3

Looked up by compound from the list above:
smiles	Peg3 promoter	NR2E3 ag-1	HIF-2a inh	NR2E3 ag-2	TRPM1 prom inh	aDG glyco up	Exocytosis inh	PDI turbidity	iPSC survival up	CaV13 ICDI inh	Vif inh
COc1ccc(CCNC(=O)CC2C(=O)NCCN2CC(C)(C)C)cc1 (stereo not given)	-1	2	11	-15	-11	0.1	-1	5	-0.5	-5	7
C[C@@H]1O[C@@H](O[C@H]2[C@H](O)[C@@H](O)[C@H](Oc3c(-c4ccc(O)c(O)c4)oc4cc(O)cc(O)c4c3=O)O[C@@H]2CO)[C@H](O)[C@H](O)[C@H]1O	6	3	14	-28	-2	-0.5	-8	67*	1.9	-5	10

Assay outcomes as filed in PubChem BioAssay.
